Assay outcomes as filed in PubChem BioAssay.
AMA1 RON2 block – disrupts binding of P. falciparum AMA1 to RON2; AID 720542; 360,000 compounds, 0.2% hits; Potency, µM (titrated, usually from 58.2 µM), inactives show at the top dose activity change, negative = inhibition, most hits filed as inhibitors; AlphaScreen AMA1-biotinylated RON2 peptide binding;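 note: potency is the fitted concentration of half-maximal effect; 0% = vehicle wells and -100% = peptide control; nearly all actives have a fitted effect of over 45% in size; some results filed as inactive show a strong effect at the top dose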
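AMA1 (3D7) with his tag at 25 nM final met compounds first, then biotinylated RON2 peptide at 25 nM; detection used donor plus acceptor beads, 10 µg/mL apiece, read by AlphaScreen after 30 min at room temperature.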
AmpC inh detg – inhibitors of E. coli AmpC beta-lactamase with detergent | 370,000 compounds, 0.041% hits | AmpC hydrolysis of nitrocefin, absorbance 480 nm, 0.01% Triton | Potency, µM (doses to about 114 µM), for inactives: at the top dose activity change, negative = inhibition, actives largely listed as inhibitors | AID 485294;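 note: potency is the fitted concentration of half-maximal effect; 0% = no-compound wells and -100% = no-enzyme wells; nearly all actives have a fitted effect of over 25% in size; some results filed as inactive show a strong effect at the top dose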
Target sequence (P00811 whole entry, looked up): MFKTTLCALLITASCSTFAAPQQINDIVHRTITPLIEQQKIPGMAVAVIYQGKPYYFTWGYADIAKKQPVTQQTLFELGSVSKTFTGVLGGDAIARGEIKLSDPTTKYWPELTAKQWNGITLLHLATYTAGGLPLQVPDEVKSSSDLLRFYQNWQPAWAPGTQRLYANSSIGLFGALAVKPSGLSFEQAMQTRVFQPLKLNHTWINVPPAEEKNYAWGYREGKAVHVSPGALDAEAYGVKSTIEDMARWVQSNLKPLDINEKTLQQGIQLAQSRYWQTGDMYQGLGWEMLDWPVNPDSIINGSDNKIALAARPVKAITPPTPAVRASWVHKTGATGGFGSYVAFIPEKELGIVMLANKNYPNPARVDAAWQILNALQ
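AmpC (5.3 nM in the dispensed reagent) in 20 mM phosphate pH 7.0 with 0.01% (detergent screen) or 0.0001% Triton X-100 was preincubated with compounds for 15 min at room temperature. Nitrocefin was then added from an 800 uM solution, and hydrolysis was followed at 480 nm.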
HCMV antiviral – blocks human cytomegalovirus replication | activity change, negative = inhibition, % at 57.5 µM | 410,000 compounds, 4.5% hits | HFF cells, HCMV-luciferase reporter, 72 h; hits give low values; in the data active = activity change below about -60%; inconclusive = no clear call, values can overlap the other calls; inactive = above about -39%
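After 16 h attachment at 37C, HFF cells received test compound and HCMV-luciferase (1 PFU/cell); reporter luminescence read 72 h later, data normalized against buffer-only and known inhibitor Salinomycin.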
HCV inh – HCV inhibition. Huh7.5.1 HCVcc-Cre infection, luciferase reporter, 44 h. Potency, µM (series often up to 41.8 µM), inactives show at the top dose activity change, negative = inhibition, hits mostly inhibitors. 340,000 compounds, 3.4% hits; note: potency is the fitted concentration of half-maximal effect
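Infectious HCV cell culture screen: compound-treated cells (1,000/well, pre-plated 4 h) are infected with HCVcc-Cre at roughly 0.5 moi and grown 44 h. Infection is quantified by luciferase signal after 15 min substrate incubation at room temperature.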
Sm TGR block – S. mansoni TGR enzyme inhibition | AID 485364 | 360,000 compounds, 3% hits | Potency, µM (series often up to 114 µM), for the others: at the top dose activity change, negative = inhibition, hits mostly inhibitors | purified TGR, DTNB reduction, TNB absorbance 405 nm; note: potency is the fitted concentration of half-maximal effect; nearly all actives have a fitted effect of over 60% in size
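Kinetic colorimetric format: TGR-catalysed, NADPH-driven DTNB reduction monitored via TNB absorbance. Enzyme dispensed at 20 nM; compound exposure 15 min at room temperature before reaction start.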
FBPA Giardia inh – blocks Giardia fructose-bisphosphate aldolase activity; 290,000 compounds, 0.71% hits; purified Giardia FBPA; A8B2U2; Potency, µM (doses to about 59.6 µM), for the others: at the highest dose activity, negative = inhibition, most hits filed as inhibitors; AID 2451; note: potency is the fitted concentration of half-maximal effect; nearly all actives have a fitted effect of over 55% in size
Target sequence (A8B2U2 whole entry, looked up): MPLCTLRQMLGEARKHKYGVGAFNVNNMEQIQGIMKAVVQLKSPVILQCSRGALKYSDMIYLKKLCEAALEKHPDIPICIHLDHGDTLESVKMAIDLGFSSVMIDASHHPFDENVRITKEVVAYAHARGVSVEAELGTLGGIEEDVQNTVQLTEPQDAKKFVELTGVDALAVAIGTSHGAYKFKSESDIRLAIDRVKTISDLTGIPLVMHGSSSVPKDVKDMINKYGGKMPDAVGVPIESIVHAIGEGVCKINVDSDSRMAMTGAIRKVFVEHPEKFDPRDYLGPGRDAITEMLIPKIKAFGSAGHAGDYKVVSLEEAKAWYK
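Giardia FBPA (40 nM reagent) was preincubated 10 min at RT with compound (up to 57.5 uM final), then substrate plus GAPDH/TPI/NAD/arsenate coupling system with diaphorase/resazurin was added; resorufin fluorescence (525/598 nm) was read after 20 min.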
* hit, by the source's call; ? = inconclusive; / = not tested or not shown; & = joins results of further samples; ! = not active in a repeat; [ ] = remark or other dose. Unless noted, calls come from the whole dose curve; as a rule, active = well fitted curve in the direction sought with a large enough effect; inconclusive = small, poorly fitted or top-dose-only effect, or another doubt; inactive = no such curve, though single readings can be large; an effect the other way counts as inactive or inconclusive. Unless noted, % is set by controls: 0 for no effect and ±100 for the full control effect.

Screens in order – AMA1 RON2 block	AmpC inh detg	HCMV antiviral	HCV inh	Sm TGR block	FBPA Giardia inh
COc1ccccc1N1CCN(C(=O)CSc2nc3ccccc3nc2N2CCCCC2)CC1
    6%	?	-21	?	-24%	2%
O=C(O)c1cnn(-c2nc(-c3ccc(F)cc3)cs2)c1C(F)(F)F
    -3%	5%	-9	11%	10%	?
COc1ccc(C2N(C(=O)CN3CCOCC3)CCN2S(=O)(=O)c2ccccc2)cc1 (centres undefined)
    -1%	-9%	-4	14%	-26%	1%
CCn1c(Cc2ccc(OC)cc2)nnc1SCC(=O)NC1CCCCC1
    0%	?	-33	4%	-3%	3%
COc1ccc(NS(=O)(=O)c2cc(NC(=O)c3cccnc3Cl)ccc2N2CCCC2)cc1
    -9%	6%	10	?	?	?
COc1cc(NC(=O)CN2Cc3ccccc3C2=O)cc(OC)c1OC
    /	16%	-6	/	-1%	/
O=C(N1CCCCC1)N1CCN(C(c2ccccc2)c2ccccc2)CC1
    -6%	-1%	-12	-24%	-4%	7%
Cc1cc(NC(=S)Nc2ccc(C)c(Cl)c2)n[nH]1
    56%[activator]	-2%	-17	-3%	7.1µM*	?
Cc1cc(C)c(NC(=O)CNC(=O)COC(=O)CNC(=O)c2ccc(Cl)cc2Cl)c(C)c1
    -5%	-3%	12	0%	-2%	/
CC(C)(C)CC(=O)NCc1ccc(F)cc1
    12%	?	14	16%	-24%	2%
CC(C)C(Cl)=NOC(=O)Nc1ccc(S(N)(=O)=O)cc1
    -3%	/	-18	?	/	/
O=C1N[C@@H](Cc2ccccc2)C(=O)N2[C@H]1C[C@]1([C@]34C[C@H]5C(=O)N[C@@H](Cc6ccccc6)C(=O)N5[C@H]3N(S(=O)(=O)c3ccccc3)c3ccccc34)c3ccccc3N(S(=O)(=O)c3ccccc3)[C@H]21
    -4%	-2%	?	?	-22%	/
CCC(=O)Oc1ccc(C(=O)Nc2ccc([N+](=O)[O-])cc2)cc1
    9%	-10%	42	-7%	-1%	3%
O=C1C(Cl)=C(Nc2ccc3cn[nH]c3c2)C(=O)c2ccccc21
    -17%	-3%	-100*	4µM*	0.32µM*	?
COc1ccc(NC(=O)c2cc([N+](=O)[O-])nn2Cc2ccccc2)c(C)c1
    -13%	-10%	20	7%	1%	1%

Record cards (already shown):
Listed for CCn1c(Cc2ccc(OC)cc2)nnc1SCC(=O)NC1CCCCC1 → AMA1 RON2 block = 0%; AmpC inh detg = ?; HCMV antiviral = -33; HCV inh = 4%; Sm TGR block = -3%; FBPA Giardia inh = 3%
Listed for CCC(=O)Oc1ccc(C(=O)Nc2ccc([N+](=O)[O-])cc2)cc1 → AMA1 RON2 block = 9%; AmpC inh detg = -10%; HCMV antiviral = 42; HCV inh = -7%; Sm TGR block = -1%; FBPA Giardia inh = 3%

Continued:
Screens in order – AMA1 RON2 block	AmpC inh detg	HCMV antiviral	HCV inh	Sm TGR block	FBPA Giardia inh
COc1ccccc1Nc1ncc2c(n1)CCN(Cc1ccc(C)s1)C2
    /	12%	-5	/	7%	/
Cc1cc(C(=O)CCC(=O)NNC(=O)c2ccccc2O)c(C)s1
    56%[activator]	-2%	9	15%	-35%	/
Cc1ccc(C)c(N2CCN(C(=O)c3ccc4c(c3)N(Cc3ccc(F)cc3)C(=O)c3ccccc3S4=O)CC2)c1 (centres undefined)
    /	-7%	17	/	9%	/
COCc1cc(C)n(CC(=O)Nc2c(C)cccc2C)c(=O)c1C#N
    0%	-13%	-19	14%	/	3%
O=C(NCCSCc1ccccc1)c1cc(S(=O)(=O)N2CCOCC2)ccc1F
    0%	?	2	-17%	8%	0%
CCc1c(C(=O)Nc2cc(C)cc(C)c2)[nH]c(C)c1C(C)=O
    0%	?	1	-27%	-18%	-6%
CCn1nnnc1NCc1ccc(Cl)cc1
    8%	-13%	44	-5%	4%	7%
CC(C)(C)c1ccc(C(=O)NNC(=S)NCc2ccco2)cc1
    78%[activator]	2%	39	18%	-2%	7%
CCOC(=O)C1CCCN(C(=O)CN2C(=O)c3ccccc3S2(=O)=O)C1 (centres undefined)
    0%	/	90	4%	/	/
Cc1ccc(S(=O)(=O)N(CC(=O)Nc2cccnc2)c2cccc(Br)c2)cc1
    -4%	0%	-36	?	-8%	/
CCCCCCN(C(=O)CCCCCN1C(=O)NC(c2ccc(-c3ccccc3)cc2)C(C(=O)OCc2ccccc2)=C1C)C(C(=O)NCCCC)c1ccc(OCC(=O)OC)c(C(=O)OC)c1 (centres undefined)
    /	4%	-3	/	6%	1%
Cc1cccc(-c2nnc(SC(C)C(=O)N3CCOCC3)o2)c1 (centres undefined)
    -4%	-3%	72	-11%	-17%	/
CCOC(=O)C1=NN(C(=O)COc2ccccc2)C(O)(c2ccc(Cl)cc2)C1 (centres undefined)
    49%[activator]	3%	23	4%	26%	-4%
O=C1CN(C(=O)/C=C/c2ccc(Cl)cc2)c2ccccc2N1
    -4%	-13%	?	?	-23%	-19%
S=C(Nc1ccccc1)c1ccccn1
    -53%	-4%&-3%	-15	1%	-6%&-5%	3.2µM*!

Additional records follow:
Screens in order – AMA1 RON2 block	AmpC inh detg	HCMV antiviral	HCV inh	Sm TGR block	FBPA Giardia inh
COc1ccc(-c2csc(NC(=O)c3ccccc3C(=O)O)n2)cc1
    -5%	-1%	-3	15%	3%	-3%
O=C(CSCc1nc2ccccc2[nH]1)Nc1ccccc1
    1%	3%	20	16%	6%	1%
Cc1nc2ncnn2c(C)c1Cc1ccc(Cl)cc1F
    -1%	-4%	11	6%	-5%	5%
O=C(CCCn1c(SCc2cc(=O)n3cc(Cl)ccc3n2)nc2ccccc2c1=O)NCC1CCCO1 (centres undefined)
    1%	-4%	?	5%	-10%	9%
Cc1cc(-c2nnc(CCC(=O)NCCc3ccccc3F)o2)no1
    -19%	-18%	4	/	7%	12%
O=C1NC(=O)C2(C(=O)N1)C(c1ccc(F)cc1)NC(=S)NC2c1ccc(F)cc1 (centres undefined)
    27%	?	10	15%	-14%	-22%
O=C(COC(=O)c1ccc(F)cc1)Nc1ccc(Cl)cn1
    10%	3%	?	23%	14%	2%
COC(=O)c1ccccc1NC(=S)NC(=O)c1cccc2ccccc12
    20%	-9%	44	20%	-20%	/
N#Cc1nc(Cc2ccccc2)oc1NCc1ccccc1
    -16%	-11%	-19	12%	-7%	-10%
C=CCn1c(SCc2c(C(=O)OC)sc(N)c2C(=O)OC)nnc1-c1ccc(Br)cc1
    -7%	-3%	26	?	6%	0%
CCC(C(=O)NC1CCCC1)N(C(=O)Cn1nnc(-c2ccc(C)o2)n1)c1cnc2ccccc2c1 (centres undefined)
    0%	-6%	4	5%	?	1%
COc1cccc(N2C(=O)Nc3ccccc3C2(O)C(=O)NCc2ccc3c(c2)OCO3)c1 (centres undefined)
    -3%	?	73	5%&2%	-22%	4%
Cc1cccc(/C(N)=N/OC(=O)CCc2ccccc2)c1
    65%[activator]	1%	-21	3%	8%	2%
COc1ccccc1N1CCN(C(=O)Cn2c(=O)n3nc(-c4ccc(C)cc4)nc3c3ccccc32)CC1
    /	4%	15	/	8%	/
O=C(Cc1cn(Cc2cccc(Cl)c2)c2ccccc12)N1CCCCCC1
    ?	0%	4	?	-12%	-14%

Overlap with the part before: three entries, followed by the next part.
Screens in order – AMA1 RON2 block	AmpC inh detg	HCMV antiviral	HCV inh	Sm TGR block	FBPA Giardia inh
Cc1cccc(/C(N)=N/OC(=O)CCc2ccccc2)c1
    65%[activator]	1%	-21	3%	8%	2%
COc1ccccc1N1CCN(C(=O)Cn2c(=O)n3nc(-c4ccc(C)cc4)nc3c3ccccc32)CC1
    /	4%	15	/	8%	/
O=C(Cc1cn(Cc2cccc(Cl)c2)c2ccccc12)N1CCCCCC1
    ?	0%	4	?	-12%	-14%
c1ccc(COc2ncnc3c2ncn3CCCNCCN2CCOCC2)cc1
    2%	/	-7	8%	/	/
COc1cc(NC(=O)Cn2c(C)cc3ccccc3c2=O)cc(OC)c1OC
    10%	9%&-11%	4&6	11%	-16%&1%	8%
CCOC(=O)/C(C#N)=N\Nc1cc(Cl)ccc1OC
    -9%	3%	-21	?	16%	-9%
O=C(CN1C(=O)C2CC=CCC2C1=O)OCc1cc(=O)n2cc(Br)ccc2n1 (centres undefined)
    3%	2%	-12	15%	-1%	4%
O=C(NCCc1csc(-c2ccc(F)cc2)n1)c1cccc(F)c1
    /	20%	-38	/	7%	/
CC(C)C(=O)Nc1ccc(NC(=O)c2cccs2)cn1
    -5%	2%	35	2%	2%	?
COC(=O)c1ccccc1S(=O)(=O)Nc1ccc(OC)nc1
    27%	?	-26	7%	-8%	4%
COC(=O)c1ccc(CSc2nnc3n(Cc4ccccc4OC)c(=O)c4ccccc4n23)o1
    -5%	-14%	5	9%	?	5%
O=C(Nc1ccc2c(c1)OCCO2)C(=O)c1c[nH]c2ccccc12
    12%	1%	-17	?	0%	/
CCOC(=O)CC(=O)CSc1ccc2nnc(-c3cccc(F)c3)n2n1
    8%	?	-24	?	-6%	9%
Cc1onc(-c2ccccc2)c1C(=O)N(C)CCc1ccccn1
    -7%	-10%	11	1%	1%	/
Cc1ccc(CN2CCN(Cc3nc4c(s3)CCCC4)CC2CCO)cc1 (centres undefined)
    -9%	0%	-39	-16%	?	1%
O=C1/C(=C/c2cccnc2)Oc2cc(OS(=O)(=O)c3ccc(F)cc3)ccc21
    -4%	1%	6	4.5µM*	3%	0%
Cc1cc(C(=O)Nc2ccc(S(=O)(=O)N3CCOCC3)cc2)ccc1[N+](=O)[O-]
    -5%	?	-9	-3%	-9%	4%
CC1(C)SC(=S)N(/N=C/c2ccccc2)C1N(O)C(=O)Nc1ccc([N+](=O)[O-])cc1 (centres undefined)
    25%	-3%	-26	?	-8%	?

Continued.
Screens in order – AMA1 RON2 block	AmpC inh detg	HCMV antiviral	HCV inh	Sm TGR block	FBPA Giardia inh
O=c1c2ccccc2nc(-c2ccoc2)n1CCc1ccccc1
    -30%	-12%	6	?	-32%	-4%
Cc1ccc(-n2cc(CNCCN3CCOC3=O)c(-c3ccc(F)cc3)n2)cc1
    -4%	-9%	22	-6%	?	5%
O=C(Nc1cccc(F)c1)N1CC=C(c2ccc(Cl)cc2)CC1
    -15%	0%	-25	-10%	-15%	-23%
COCCn1c(SCC(=O)NC2(C#N)CCCCC2)nc2ccccc2c1=O
    19%	-4%	0	10%	-10%	/
COC(=O)C1CSc2[nH]c(=O)sc2C1c1ccc(O)c(OC)c1 (centres undefined)
    5%	0%	-8	2%	-2%	-29%
COc1ccc2[nH]cc(/C=C(/C#N)S(=O)(=O)c3ccccc3)c2c1
    26%	4%	5	-24%	-2%	1%
CCCCNC(=O)C(CC)Sc1nnc(-c2cccc(F)c2)c(-c2cccc(F)c2)n1 (centres undefined)
    /	12%	6	/	13%	/
CCOC(=O)c1c(NC(=O)COc2cccc(C)c2C)sc2c1CCCCC2
    /	8%	0	/	-3%	/
CC(CC(=O)Nc1ccc(F)cc1)S(=O)(=O)c1ccc2c(c1)NC(=O)CO2 (centres undefined)
    -7%	0%	13	-4%	-15%	8%
COc1ccc(-c2nc(CS(=O)CC(=O)NCCc3ccc(Cl)cc3)c(C)o2)cc1OC (centres undefined)
    /	13%	-20	/	?	/
Clc1cccc(Nc2ncnc3ccc(Br)cc23)c1
    34%[activator]	1%	-62*	?	0%	-3%
COCCCn1cnnc1SCc1nc2sc(C(C)=O)c(C)c2c(=O)[nH]1
    12%	-3%	-28	13%	7%	-14%
